Screens from PubChem BioAssay.
Scp-1 inhibitor: inhibitors of human Scp-1 phosphatase. inhibition, % at 20 µM. Q9GZU7. 0.88% of 340,000 active. Recombinant Scp1, phosphopeptide, malachite green phosphate absorbance. AID 493091;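 active means inhibition above about 50% at 20 µM, limit read from the data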;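 further: plate controls were DMSO wells with enzyme for no effect and wells lacking enzyme for full effect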
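Incubation: 45 min enzyme reaction at room temperature / System: truncated SCP-1 phosphatase (76-261aa) / Reagent: Phospho 17-mer peptide substrate / Buffer or medium: Acidic Tris acetate buffer with magnesium and detergent / Signal: absorbance at 630 nm / Doses: one concentration, 20 µM, with 1.0% DMSO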
CSN deneddyl inh: CSN deneddylation inhibition. inhibition, % at 12.5 µM. AID 651999. 0.38% of 360,000 active. Purified CSN, SCF-Nedd8-OG deneddylation, fluorescence polarization;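 active means pattern-corrected inhibition above about 35%, with an unprinted fluorescence ratio check between 0.5 and 1.5, limit read from the data, passing the limit was not always enough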;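 further: 0% = enzyme with substrate and 100% = substrate without enzyme; some results filed as inactive read as strong as hits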
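Test system: purified human Csn5 enzyme expressed in HEK293T cells. Amount: 0.24 nM enzyme. Reagent: SCFSkp2-Nedd8OG substrate at 10 nM final. Schedule: 90 min incubation of compound, enzyme and substrate at room temperature. Detection: fluorescence polarization. Read-out: % inhibition of substrate cleavage by Csn5.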
Neddyl block: cullin neddylation inhibition. 0.58% of 360,000 active. calls only at 25 µM. P61081+Q13564. TR-FRET cullin neddylation, biochemical; in the data active means inhibition above about 36%
SUMO1-SIM PPI: modulators of human SUMO1-mediated protein-protein interactions. P63165. 0.33% of 360,000 active. inhibition, % at 20 µM. SUMO1 binding to a labelled peptide, TR-FRET, 1 h; in the data active means inhibition above about 37%
Rin1 Abl inh: blocks binding of human Rin1 to Abl; TR-FRET Rin1/Abl binding, biochemical; 0.4% of 360,000 active; inhibition, % at 7.35 µM; in the data active means inhibition above about 5%, passing the limit was not always enough
LMPTP inh: LMPTP (human) inhibition. inhibition, % at 20 µM. P24666. recombinant LMPTP-A, OMFP fluorogenic substrate, fluorescence intensity. AID 651560. 0.22% of 360,000 active;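 active means compounds that cut the enzyme signal by at least half of the control window in the single-dose screen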;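 further: plate controls were DMSO wells with enzyme plus substrate for no effect and substrate without enzyme for full effect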
Target sequence (P24666 whole entry, looked up): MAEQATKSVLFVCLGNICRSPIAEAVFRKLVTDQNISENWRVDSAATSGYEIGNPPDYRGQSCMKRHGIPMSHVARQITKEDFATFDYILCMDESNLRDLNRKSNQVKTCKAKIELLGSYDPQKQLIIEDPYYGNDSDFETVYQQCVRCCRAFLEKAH
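Test system – LMPTP-A enzyme · Amount – LMPTP-A at 0.625 nM final in the reaction · Buffer or medium – Bis-Tris pH 6.0, DTT, detergent · Reagent – OMFP 400 µM · Doses – single 20 µM dose · Schedule – reaction 50 min, room temperature, dark · Detection – fluorescence intensity of OMFP turnover product · Evaluation – percent inhibition versus substrate-only and uninhibited controls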
STEP block: inhibitors of human striatal-enriched phosphatase STEP | inhibition, % at 20 µM | AID 588621 | recombinant STEP, OMFP fluorogenic substrate, fluorescence | P54829 | 0.25% of 360,000 active;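 active means inhibition at 20 µM, scaled per plate between control wells, above about 37%, limit read from the data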;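 further: 0% = DMSO with enzyme and substrate and 100% = substrate only without enzyme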
Target sequence (P54829 whole entry, looked up): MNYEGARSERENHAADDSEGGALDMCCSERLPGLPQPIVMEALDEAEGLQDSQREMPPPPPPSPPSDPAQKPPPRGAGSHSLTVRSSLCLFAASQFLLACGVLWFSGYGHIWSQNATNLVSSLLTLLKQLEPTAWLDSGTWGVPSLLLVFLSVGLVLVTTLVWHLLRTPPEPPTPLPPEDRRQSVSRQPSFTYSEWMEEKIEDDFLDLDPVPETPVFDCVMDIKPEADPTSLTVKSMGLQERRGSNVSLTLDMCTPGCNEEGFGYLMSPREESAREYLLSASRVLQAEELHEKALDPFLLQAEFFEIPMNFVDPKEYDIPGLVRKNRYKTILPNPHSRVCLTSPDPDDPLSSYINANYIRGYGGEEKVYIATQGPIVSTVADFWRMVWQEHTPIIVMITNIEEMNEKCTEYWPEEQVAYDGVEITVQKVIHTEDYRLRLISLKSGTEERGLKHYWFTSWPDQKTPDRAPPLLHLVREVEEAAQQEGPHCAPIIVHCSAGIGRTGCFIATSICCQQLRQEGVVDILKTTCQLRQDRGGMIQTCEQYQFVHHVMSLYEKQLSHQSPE
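System: STEP (striatal-enriched tyrosine phosphatase) enzyme, cell-free; medium: Bis-Tris pH 6.0 buffer with DTT, detergent; dosing: 20 µM, 1% DMSO; times: reaction 20 min, ambient temperature; detection: fluorescence, 480/540 nm; read-out basis: normalized % inhibition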
NadD block: NadD (S. aureus) enzyme inhibition. purified NadD enzyme, colorimetric absorbance read-out. 0.78% of 360,000 active. inhibition, % at 20 µM. AID 602399; in the data active means inhibition above about 26%; further: some compounds past the cut are filed as inactive
Rpn11 inh: inhibitors of human proteasome Rpn11. O00487. human 26S proteasome, Ub4-pepOG fluorescence polarization; 20S core pre-blocked with epoxomicin. calls only at 20 µM. 0.59% of 360,000 active. AID 588493;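 active means inhibition at 20 µM, scaled to each plate's controls, above about 33%, limit read from the data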
Target sequence (O00487 whole entry, looked up): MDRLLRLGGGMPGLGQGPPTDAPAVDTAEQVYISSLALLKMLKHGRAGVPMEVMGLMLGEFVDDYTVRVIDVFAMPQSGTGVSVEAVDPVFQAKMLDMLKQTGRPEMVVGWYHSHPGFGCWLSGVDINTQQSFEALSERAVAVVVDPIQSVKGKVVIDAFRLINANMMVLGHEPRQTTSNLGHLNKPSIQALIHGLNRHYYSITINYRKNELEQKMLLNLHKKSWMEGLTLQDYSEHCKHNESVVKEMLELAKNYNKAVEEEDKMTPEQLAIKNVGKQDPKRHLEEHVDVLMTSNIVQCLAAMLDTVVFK
DNMT1 block: blocks human DNA methyltransferase DNMT1. P26358. DNMT1 molecular beacon, Hinp1I cleavage, fluorescence. inhibition (reported as % activation of signal), % at 10 µM. 0.83% of 360,000 active; in the data active means inhibition above about 50%
The depositor's hits bear a star; i = inactive; / = not tested or not shown.

SMILES	Scp-1 inhibitor	CSN deneddyl inh	Neddyl block	SUMO1-SIM PPI	Rin1 Abl inh	LMPTP inh	STEP block	NadD block	Rpn11 inh	DNMT1 block
CNC(=O)COC(=O)c1c2c(nc3ccccc13)CCC2	21.5	6.0	i	-2.2	2.0	-0.4	-0.4	-7.6	i	-3.6
O=c1[nH]c(=S)n(C2CCCCC2)c(O)c1C=NCCN1CCOCC1	-7.8	6.7	i	0.7	1.9	-3.2	-0.1	0.6	i	-0.5
Cc1nc2c3cnn(-c4ccc(C)c(C)c4)c3ncn2n1	2.6	1.0	i	1.4	2.4	-1.9	-3.7	-4.6	i	0.5
N#Cc1c(-c2ccccc2)nc(SCc2ccc([N+](=O)[O-])cc2)[nH]c1=O	0.3	0.1	i	-16.9	0.1	0.9	-3.2	5.2	i	-2.3
COC(=O)[C@@H]1CCCN1C(=O)CCc1nnc(CCC2CCCCC2)o1	-3.7	-2.8	i	1.1	4.7	-0.9	0.7	-2.4	i	3.3
COc1ccc(NC(=S)NC(=O)c2ccccc2Cl)cc1	-8.6	0.7	i	2.7	-1.6	0.4	3.8	2.2	i	-3.8
COc1ccc(OCCNC(=O)/C=C/c2ccccc2)cc1	1.0	4.2	i	-4.5	-2.6	1.1	1.5	-3.1	i	4.8
Cc1c(C(=O)NCCSCc2ccccc2)cccc1[N+](=O)[O-]	8.3	-2.7	i	-3.3	-0.9	1.0	1.4	-6.6	i	2.3
CC1CCCC(NC(=O)CC2Nc3ccccc3NC2=O)C1C (centres undefined)	8.2	0.1	i	-8.0	-1.8	-0.3	3.4	-3.4	i	-6.9
CCC(=O)N1CCc2cc(OC)c(OC)cc2C1COc1ccc(C(=O)OC)cc1 (centres undefined)	-4.3	-2.3	i	4.5	-1.7	-1.4	-0.5	-0.4	i	-1.6
O=C(Nc1nc2ccc(F)cc2s1)C1CCCO1 (centres undefined)	-2.7	-3.1	i	-2.7	8.1	-0.3	-3.6	-2.9	i	1.4
O=C(Cn1nc(C(=O)O)c2ccccc2c1=O)Nc1cccc(S(=O)(=O)N2CCOCC2)c1	-7.3	1.1	i	11.3	-1.4	-1.7	-2.8	-5.7	i	12.1

In a second layout: three of the compounds above
structure: COc1ccc(OCCNC(=O)/C=C/c2ccccc2)cc1
  Scp-1 inhibitor: 1.0 | CSN deneddyl inh: 4.2 | Neddyl block: i | SUMO1-SIM PPI: -4.5 | Rin1 Abl inh: -2.6 | LMPTP inh: 1.1 | STEP block: 1.5 | NadD block: -3.1 | Rpn11 inh: i | DNMT1 block: 4.8
structure: Cc1c(C(=O)NCCSCc2ccccc2)cccc1[N+](=O)[O-]
  Scp-1 inhibitor: 8.3 | CSN deneddyl inh: -2.7 | Neddyl block: i | SUMO1-SIM PPI: -3.3 | Rin1 Abl inh: -0.9 | LMPTP inh: 1.0 | STEP block: 1.4 | NadD block: -6.6 | Rpn11 inh: i | DNMT1 block: 2.3
structure: CC1CCCC(NC(=O)CC2Nc3ccccc3NC2=O)C1C (centres undefined)
  Scp-1 inhibitor: 8.2 | CSN deneddyl inh: 0.1 | Neddyl block: i | SUMO1-SIM PPI: -8.0 | Rin1 Abl inh: -1.8 | LMPTP inh: -0.3 | STEP block: 3.4 | NadD block: -3.4 | Rpn11 inh: i | DNMT1 block: -6.9

Later entries
SMILES	Scp-1 inhibitor	CSN deneddyl inh	Neddyl block	SUMO1-SIM PPI	Rin1 Abl inh	LMPTP inh	STEP block	NadD block	Rpn11 inh	DNMT1 block
Cc1ccc(C(=O)NCC(=O)OCCCOC(=O)CNC(=O)c2ccc(C)cc2)cc1	-4.9	-0.7	i	2.2	-2.6	0.5	1.3	-9.3	i	1.6
CCOCCCN(C)C1CCN(C(=O)c2oc3ccccc3c2NC(=O)Cc2ccc(F)cc2)CC1	2.9	-0.4	i	3.9	1.1	1.7	-2.2	-2.9	i	-5.5
C/C(=N\NC(=O)Cc1cc(=O)[nH][nH]1)c1cccc([N+](=O)[O-])c1	-6.3	4.0	i	-21.3	2.7	-0.4	1.4	-3.3	i	-6.6
COc1ccc(-c2cc(=O)oc3cc(OCC(=O)N(C)C4CCS(=O)(=O)C4)ccc23)cc1 (centres undefined)	6.8	0.1	i	-29.6	2.2	-1.4	-0.3	-0.4	i	0.9
CC1=NNC(=O)C1CCC(=O)N/N=C\c1ccc(Cl)c(Cl)c1 (centres undefined)	-2.5	-10.4	i	-2.3	-2.4	-0.5	-3.1	0.5	i	0.8
CCOC(=O)C1CCCN(C(=O)Cn2nc(Cc3cccnc3)c3ccccc3c2=O)C1 (centres undefined)	-9.2	-1.2	i	0.7	1.9	-2.4	1.8	-3.3	i	2.2
Cc1ccc(S(=O)(=O)N(C)CC(=O)NNC(=O)Cc2ccccc2F)cc1	-2.4	-0.6	i	0.3	2.4	-0.5	-2.8	-0.4	i	0.0
CCOC(=O)c1cnc(SCC(=O)Nc2cc(OC)cc(OC)c2)nc1N	-7.3	-1.8	i	4.4	0.6	-0.9	-1.5	-2.5	i	-0.2
c1coc(-c2nc3nc4ccccc4nc3n2CC2CCCO2)c1 (centres undefined)	5.1	20.2	/	-19.5	-1.2	0.8	-1.3	-9.7	i	0.9
O=C(Nc1cccc(Cl)c1)NC1CC2CCC(C1)N2Cc1ccco1 (centres undefined)	-6.0	5.3	i	1.6	-1.7	0.7	-0.3	-3.6	i	0.3
COc1ccc(N(Cc2ccccc2)S(=O)(=O)c2cccc(C(=O)NC3=NCCS3)c2)cc1	3.2	5.0	i	7.3	-3.8	4.0	-2.6	9.6	i	-4.1
COc1ccccc1C(=O)C1CCCN(C(=O)CCc2ccccn2)C1 (centres undefined)	-6.7	1.9	i	1.8	-1.6	-1.3	-0.7	-3.5	i	3.9
CN(c1ccccc1)c1cc(Br)nc(Br)c1	-7.3	3.5	i	10.5	3.7	0.9	2.3	-2.4	i	-4.3
O=C(CNCc1ccccc1Cl)Nc1ccccc1N1CCCCC1	0.2	1.1	i	4.2	3.7	1.8	-1.1	-4.9	i	1.9
CC(C)(C)OC(=O)N1CCC(NC(=O)c2[nH]cnc2C(=O)Nc2ccon2)CC1	-2.3	-2.0	i	4.4	1.3	-0.1	-1.9	3.6	i	6.2
Cn1nnnc1SCc1c(F)cccc1F	0.2	2.7	i	-0.2	-2.9	-1.7	-1.1	-0.2	i	-2.0
Cn1c(-c2ccccn2)[n+](C)c2ccccc21	4.2	-7.4	i	0.4	0.4	-0.9	-2.8	-4.0	i	0.1
COc1ccc(C(=O)Nc2nc3c(s2)Cc2cc(OC)ccc2-3)cc1	11.4	34.3	i	-1.7	-2.5	4.0	9.7	38.1*	i	-16.9
O=C(NCCc1c[nH]c2ccccc12)/C(=C\c1cccnc1)NC(=O)c1ccccc1Br	-7.0	0.1	i	-2.0	-1.4	-1.8	2.7	-2.1	i	-0.5
O=C(Nc1ccc(COc2ccccc2)cc1)Nc1cccc(C(=O)O)c1	2.0	0.0	i	7.5	2.3	1.3	3.5	-3.8	i	-3.0
COC(=O)c1ccc(CSc2nc3c(c(=O)n2-c2ccc(C)cc2)SCC3)o1	-8.5	-0.1	i	-9.6	0.9	2.8	4.6	-3.5	i	-0.7
CC(C)NC(=S)N/N=C/c1cccs1	2.7	0.1	i	-6.4	-6.8	-0.2	1.8	-5.5	i	2.6
Cc1cc(C)cc(OCC(=O)N/N=C/c2ccncc2)c1	5.3	-16.1	i	-2.2	-0.4	-2.6	0.6	1.8	i	3.2
CC1CN(c2ccccc2)CCN1C(=O)c1cc(COc2c(F)cccc2F)on1 (centres undefined)	-1.1	3.0	i	-1.5	4.6	2.6	0.1	4.2	i	-10.3
CCOc1ccccc1CNC(=O)c1ccc2c(c1)N(CC)CCS2	-5.8	8.0	i	2.7	-2.5	1.1	1.8	-6.3	i	0.5
COc1cc(Cl)c(C)cc1NC(=O)c1cc(S(=O)(=O)N(C)C)ccc1N1CCCC1	-5.3	-16.5	i	0.6	0.1	2.2	-3.6	1.5	i	-1.0
CCCCn1cnc2c(SCc3ccc(Br)cc3)nc(N)nc21	-2.2	-3.6	i	4.7	3.3	2.4	-3.1	1.2	i	-9.4
O=C(Nc1ccccc1N1CCN(C(=O)c2ccccc2)CC1)c1cccc(Cl)c1	-9.0	-0.6	i	2.6	-1.5	3.4	0.0	0.2	i	-2.8
COc1ccc(N=Nc2c(C)[nH][nH]c2=O)cc1	-3.1	-0.7	i	-35.0	-8.1	0.9	1.0	-3.8	i	-8.5
COc1cc(/C=C/C(=O)OCC(=O)N2CCN(C(=O)c3ccco3)CC2)ccc1O	-2.6	0.1	i	-10.0	-5.1	-1.4	-3.8	-1.4	i	6.7
CNC(=O)c1cc2c(=O)n3cccc(C)c3nc2n(C(C)C)c1=N	-4.6	0.1	i	-14.3	-4.6	-1.4	-0.7	2.1	i	4.5
Cc1cc(C)c(S(=O)(=O)Oc2ccccc2[N+](=O)[O-])c(C)c1	-16.2	-0.6	i	-1.0	1.3	1.2	-0.6	0.6	i	-0.3
CN(C)C(=O)c1nnsc1Sc1ccc(Cl)cc1	-2.5	-3.3	i	-2.1	-0.8	-0.3	0.6	3.4	i	-1.8
CCN(c1ccccc1)S(=O)(=O)c1cccc(C(=O)OCC(=O)c2c(N)n(C)c(=O)n(C)c2=O)c1	-7.5	-0.2	i	-0.6	-0.3	2.2	1.0	3.7	i	1.0
Cc1cccc(N2CCN(C(=O)c3c(-c4ccccc4Cl)noc3C)CC2)c1C	/	-0.7	i	-0.4	-2.9	1.6	0.9	-7.1	i	3.9
COc1ccccc1N1CCN(C(=O)C2CCC(Cn3c(=S)[nH]c4ccccc4c3=O)CC2)CC1 (centres undefined)	-2.4	-4.7	i	4.4	2.2	1.6	-4.1	10.2	i	-1.0
O=C(Nc1nc2ccccc2[nH]1)c1ccc(Cl)c([N+](=O)[O-])c1	4.8	-8.3	i	-7.2	-1.8	1.8	2.5	-0.2	i	2.0
COc1ccc(OC)c(S(=O)(=O)NCCc2csc(-c3cccnc3)n2)c1	-9.0	2.6	i	0.0	-2.1	-1.1	-3.3	0.6	i	0.3
C=CCNC(=S)N/N=C/c1ccc(C(C)(C)C)cc1	-5.5	1.2	i	-2.9	2.4	1.2	-0.8	-2.5	i	1.6
CC(C)c1nnc(N2C(=O)C(O)=C(C(=O)c3cccs3)C2c2ccccc2)s1 (centres undefined)	-3.4	-75.5	i	-20.0	0.0	-1.7	-4.0	8.0	i	15.2
CC1CCC(N(CCCN)Cc2ccco2)CC1C (centres undefined)	-13.7	-1.2	i	-12.5	1.9	0.1	5.7	-6.0	i	5.9
Fc1cccc(Cl)c1Cn1nnc2c(NCc3ccccn3)ncnc21	15.6	1.6	i	-2.0	3.2	0.2	0.1	0.6	i	1.6
COc1ccccc1NC(=O)c1ccc(NC(=O)C2CC2)cc1	0.9	1.5	i	-1.0	4.3	-0.4	-0.8	-4.1	i	-1.0
COc1ccc(CN2CCN(CC3CC3)CC2CCO)cc1C (centres undefined)	0.8	0.0	i	-4.8	0.7	1.0	-1.5	-4.7	i	-1.0
